CHT inh: inhibitors of human choline transporter CHT | Q9GZV3 | CHT-expressing cells, membrane potential dye, choline response; hits give low values | B-score at 10 µM | 310,000 compounds, 0.86% hits | AID 488975;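 active = B-score over 3 SD under the library average, and starting fluorescence ratio not unusually high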;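 also: choline stimulus applied at its EC90 after an EC20 pre-addition; B-score computed on integrated fluorescence ratio after choline addition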
Target sequence (Q9GZV3 whole entry, looked up): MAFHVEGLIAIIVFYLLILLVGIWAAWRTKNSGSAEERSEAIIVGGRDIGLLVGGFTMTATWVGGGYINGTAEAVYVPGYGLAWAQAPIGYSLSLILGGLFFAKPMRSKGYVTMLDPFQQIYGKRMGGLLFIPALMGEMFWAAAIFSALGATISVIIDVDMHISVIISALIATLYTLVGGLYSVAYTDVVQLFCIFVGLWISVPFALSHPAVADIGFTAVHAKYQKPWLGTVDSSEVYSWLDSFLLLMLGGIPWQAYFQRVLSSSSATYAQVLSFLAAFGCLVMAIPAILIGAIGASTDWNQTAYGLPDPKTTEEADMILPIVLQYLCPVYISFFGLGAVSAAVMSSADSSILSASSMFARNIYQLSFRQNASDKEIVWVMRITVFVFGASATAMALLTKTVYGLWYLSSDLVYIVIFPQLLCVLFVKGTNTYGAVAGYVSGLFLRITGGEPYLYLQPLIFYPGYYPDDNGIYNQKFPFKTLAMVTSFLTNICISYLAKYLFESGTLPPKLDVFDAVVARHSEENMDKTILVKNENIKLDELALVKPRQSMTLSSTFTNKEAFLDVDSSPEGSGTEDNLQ
CHT PAM: allosterically activates the human high affinity choline transporter; Q9GZV3; CHT-expressing cells, membrane potential dye, choline EC20; hits give high values; LV-AA mutant CHT in HEK293 cells; B-score at 10 µM; 310,000 compounds, 0.49% hits; AID 488977;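 active = initial fluorescence not abnormally high and integrated response B-score, plate-corrected, over 3 SD above library mean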
Numbers without * were called inactive; i = inactive.

Structure,CHT PAM,CHT inh
CCN1CCCC1CNC(=O)c1ccc(CS(=O)(=O)c2ccccc2C)o1 (centres undefined),i,i
COc1ccccc1Oc1coc2c(CN3CCOCC3)c(O)ccc2c1=O,i,i
O=c1[nH]c(=S)n(-c2cccc(Cl)c2)c(O)c1/C=N/N1CCOCC1,i,i
CN=C1S/C(=C\c2ccc(OCC(=O)OC)c(OC)c2)C(=O)N1C,i,i
Nc1ccccc1CNc1nc(NCCO)nc2c1ncn2CCN1CCOCC1,i,i
CCCCNC(=S)N(C)/N=C/c1ccc2c(c1)OCO2,i,i
Cc1ccc(C)c(NS(=O)(=O)c2cc(C(N)=O)ccc2C)c1,i,i
COc1cccc(CNC(=O)Cn2ccc3cc(S(=O)(=O)N4CCC(C)CC4)ccc32)c1,i,i
CC(C)(C)C1CCc2c(sc(NC(=O)C3CC=CCC3C(=O)O)c2C#N)C1 (centres undefined),i,i
O=C(N/N=C/c1cccnc1)C(O)(c1ccccc1)c1ccccc1,i,i
CC(=O)c1c(C)oc2ccc(N(C(C)=O)S(=O)(=O)c3ccc(Cl)c([N+](=O)[O-])c3)cc12,i,i
COc1ccc(NC(=O)CSc2ncnc3[nH]ncc23)cc1,i,i
COc1ccc(OC)c(N(CC(=O)NCC2CCCO2)S(=O)(=O)c2ccccc2)c1 (centres undefined),i,i
CC(=O)Nc1ccc(S(=O)(=O)NC2(C(F)(F)F)C(=O)Nc3c2c(=O)n(C)c(=O)n3C)cc1 (centres undefined),i,i
CS(=O)(=O)Nc1cccc(C2=NN(S(C)(=O)=O)C(c3ccccc3)C2)c1 (centres undefined),i,i
COCCNC(=O)CN(Cc1ccccc1)S(=O)(=O)c1ccc2nc(C)sc2c1,i,i
CCOC(=O)C1CCN(C(=O)Cc2ccc(OC)c(OC)c2)CC1,i,i
C=CCNC(=O)c1cc2c(=O)n3cccc(C)c3nc2s1,i,i
COc1cccc(COCC(O)Cn2cnc3cc(C)c(C)cc32)c1 (centres undefined),i,i
N#Cc1c(C(F)(F)F)cc(-c2ccccc2Cl)[nH]c1=O,i,i
CN(C)C(=O)c1ccc(NC(=O)COC(=O)C2=COCCO2)cc1,i,i
COC(=O)c1ccc(NC(=S)NN2CCOCC2)cc1,i,i
CC1CN(C(=O)Nc2cccc(Cl)c2)C2(CCCCCC2)O1 (centres undefined),i,i
O=C(O)c1cn(Cc2ccccc2)c2ccc(Cl)cc2c1=O,i,i
COc1ccccc1Nc1nc2ccccc2n2cnnc12,i,i
CCC(=O)N(C1=C(NC)C(=O)c2ccccc2C1=O)C(C)C,i,i
CC(NC(=O)c1ccccc1)C(=O)N/N=C/c1ccc(O)cc1 (centres undefined),i,i
COc1ccc(NS(=O)(=O)c2cc(NC(=O)/C=C/c3cc(OC)c(OC)c(OC)c3)ccc2N2CCCCC2)cc1,i,i
Cc1cc(C(N)=O)c2cc(Br)ccc2n1,i,i
CCC(O)(CC)C(=O)NN(C(=O)Nc1csc2c1CCCC2)c1ccccc1,i,i
O=C(Nc1ccccc1N1CCCC1)c1cccc(-c2cc3ccccc3oc2=O)c1,i,i
O=C(Nc1nnc(-c2ccncc2)o1)c1ccccc1F,i,i
CCCCNC(=O)Cc1c(O)c2ccccc2[nH]c1=O,i,i
Cc1ccc(S(=O)(=O)NCC(C)NS(=O)(=O)c2ccc(C)cc2)cc1 (centres undefined),i,i
O=C(Cc1ccc([N+](=O)[O-])cc1)NCc1ccc2c(c1)OCO2,i,i
CCCc1cc(=O)n2[nH]cc(-c3ccc(Cl)cc3)c2n1,i,i
COc1ccc(N(CC(=O)NCc2cccs2)S(=O)(=O)c2c(C)n[nH]c2C)cc1,i,i
Cc1cccc(NC(=S)NCCN2CCOCC2)c1,i,i
CC(=O)NC1CC2CCC(C1)N2Cc1ccc(C)cc1 (centres undefined),i,i
COc1ccc(CCNC(=O)C2CCN(S(=O)(=O)c3ccc(OC)c(OC)c3)CC2)cc1OC,i,i
O=C(/C=C/c1cn(-c2ccccc2)nc1-c1cccnc1)N1CCCCC1,i,i
COCN(C#N)c1nc(OC)nc(OC)n1,i,i
Cc1noc(NS(=O)(=O)c2ccc(NC(=O)c3cc(=O)c4ccccc4o3)cc2)c1C,i,i
COCCCNC(=O)c1cn(CC(C)C)c(=O)c2c1c1ccccc1n2C,i,i
COc1cccc(-n2nnnc2SCC(=O)N2CCCc3ccccc32)c1,i,i
Cc1ccc(CC2CC(=O)N(c3ccc(C)cc3)C2=O)cc1 (centres undefined),i,i
CC(C)C(c1nnnn1C1CCCCC1)N1CCN(c2ncccn2)CC1 (centres undefined),i,i
O=C(O/N=C(\c1ccccc1)c1ccncc1)c1ccccc1Cl,i,i
Cc1ccccc1NC(=O)C1c2ccccc2Oc2ccccc21,i,i
O=C(NNc1ccc(O)cc1)c1ccc(Br)cc1,i,i
O=C1CCCc2ccccc2N1Cc1ccccc1Cl,i,i
CN(C)S(=O)(=O)c1ccc(NC(=O)c2ccncc2)cc1,i,i
CCc1ccc(NS(=O)(=O)c2cccc3nonc23)cc1,i,i
O=C(c1cccs1)c1c[nH]cc1-c1ccccc1,i,i
O=c1nc(N2CCCCCC2)nc(N2CCCCCC2)[nH]1,i,i
Cc1cc(C)cc(C(=O)NC(CC(N)=O)c2ccc(N3CCN(c4ccccc4)CC3)c([N+](=O)[O-])c2)c1 (centres undefined),i,i
Cc1nc(NC(=O)c2ccccc2)sc1-c1csc(Nc2ccc(Cl)cc2)n1,i,i
O=C(N1CCCCCC1)n1c(Cc2ccccc2)nc2ccccc21,i,i
COc1ccc(C(=O)OCC(=O)c2ccc(C3CCCCC3)cc2)cc1,i,i
Cc1nc2ccc(NC(=O)N3CCSCC3)cc2s1,i,i

The results go on:
Structure,CHT PAM,CHT inh
Cc1cc(C)n(-c2nc(NCCCO)c3c4c(sc3n2)CCCC4)n1,i,i
CN1C(=S)SC(N(O)C=C2C=CC(=O)C=C2)C1(C)C (centres undefined),i,i
COc1cccc(C(=O)Nc2ccc3nc(N4CCOCC4)cc(C)c3c2)c1,6.85*,i
C/C(=N\OCc1ccc(C#N)cc1)c1ccccc1,i,i
CCOC(=O)Cc1c(C)nc2c(-c3ccc(OC)cc3)c(C)nn2c1C,i,i
Cc1ccc(-n2nc3c(c2NC(=O)C(C)C)CS(=O)(=O)C3)cc1,i,i
CCN(CC)CCNC(=O)c1ccc(NC(=O)C2CC(=O)N(c3ccc4c(c3)OCCO4)C2)cc1 (centres undefined),i,i
O=C(CSc1nnc(-c2cccs2)o1)OCc1ccccc1,i,i
O=C(CCC1CCCCC1)NCc1ccccn1,i,i
O=C(CCl)N(c1ccccc1)C1CCS(=O)(=O)C1 (centres undefined),i,i
COc1cc(C2C(C#N)=C(N)Oc3c2ccc2ccccc32)ccc1OCC(=O)Nc1ccc(C)cc1 (centres undefined),i,i
O=C(c1cc(-c2ccco2)on1)N1CCOCC1,i,i
COc1cccc(C=Nc2cc(C)on2)c1O,i,i
CC(C)(C)c1ccc(C(=O)NCC(=O)OCc2ccc([N+](=O)[O-])cc2)cc1,i,i
Cc1ccc(CN2CCC(CNC(=O)Nc3ccccc3F)CC2)cc1,i,i
CCOc1ccc(S(=O)(=O)Nc2nc3ccccc3nc2Nc2ccc(N3CCOCC3)cc2)cc1,i,i
CCOC(=O)Cc1c(C)nc2c(-c3ccccc3)c[nH]n2c1=O,i,i
CC(C)NC(=O)c1ccccc1N(Cc1ccccc1)S(C)(=O)=O,i,i
CS(=O)(=O)c1ccc2sc(NC(=O)c3cc4ccccc4o3)nc2c1,i,i
CN(Cc1ccccc1)Cc1nc2c(c(=O)n(C)c(=O)n2C)n1Cc1ccc(F)cc1,i,i
Cc1ccc(-c2nnnn2C2C/C(=N\NC(N)=S)C3OCC2O3)cc1 (centres undefined),i,i
CCn1ncc(/C=N/N=C2\CCC3C4CCc5cc(O)ccc5C4CCC23C)c1C (centres undefined),i,i
O=C(N/N=C/c1cccc([N+](=O)[O-])c1O)C(O)(c1ccccc1)c1ccccc1,i,i
CCN(Cc1ccccc1)C(=O)Cn1c(=O)n(CCC(=O)N2CCCCC2)c(=O)c2sccc21,i,i
O=C(O)c1ccc(NC(=O)c2ccc(COc3ccccc3)o2)cc1,i,i
CC(C)(C)C(=O)Nc1ccc(-c2nc3ccccc3c(=O)o2)cc1,i,i
O=C(CN1CCN(c2ccc(Cl)cc2)CC1)Nc1ccc(F)cc1,i,i
COc1ccc(-c2cc(C(=O)N3CC(C)CC(C)C3)c3ccccc3n2)cc1OC (centres undefined),i,i
OCCNC1=NCCN1,i,i
COc1ccc(OC)c(NC(=O)CN(Cc2ccccc2)S(C)(=O)=O)c1,i,i
CCOCCOC(=O)C(C)Oc1ccc(Oc2nc(Cl)ccc2Cl)cc1 (centres undefined),i,i
CC(C)OCCCNC(=O)NC(=O)c1ccc(Cl)cc1,i,i
COc1ccc(N2CCN(CCNS(=O)(=O)c3ccc(C)cc3)CC2)cc1,i,i
COC(=O)c1cc(NC(=O)C2COc3ccccc3O2)ccc1Cl (centres undefined),i,i
COC(=O)Nc1nnc(-c2ccccc2Cl)s1,i,i
Cc1ccc(OCCCN2CCCC2)c(C)c1,i,i
Cc1ccc(C(=O)N(c2c(C)n(C)n(-c3ccccc3)c2=O)C(C)C)cc1,i,i
COC(=O)c1cn(CCOc2ccccc2)c2ccccc12,i,i
O=C(CCn1c(=S)[nH]c2ccccc2c1=O)NCC1CCCO1 (centres undefined),i,i
Cc1c(C(=O)NCc2cccs2)oc2ccc(S(=O)(=O)N3CCOCC3)cc12,i,i

Part of the list above, with two lines to a compound.
Every second line gives: CHT PAM | CHT inh
- COC(=O)Nc1nnc(-c2ccccc2Cl)s1
→ i | i
- Cc1c(C(=O)NCc2cccs2)oc2ccc(S(=O)(=O)N3CCOCC3)cc12
→ i | i
- O=C(O)c1ccc(NC(=O)c2ccc(COc3ccccc3)o2)cc1
→ i | i

Next entries:
Structure,CHT PAM,CHT inh
NC(=O)c1ccc(NC(=O)COC(=O)CCC(=O)c2ccc(Cl)cc2)cc1,i,i
COc1ccc(NC(=O)c2cc3c(s2)CCC3)cc1S(=O)(=O)N1CCOCC1,i,i
Cc1ccc(C(C)C)c(OCc2ccc(-c3nnco3)cc2)c1,i,i
COc1ccc(-c2nn(CCC#N)cc2C(=O)Nc2cccc(C(=O)O)c2)cc1OC,i,i
CC1CCN(S(=O)(=O)c2ccc(NC(=O)c3ccncc3)cc2)CC1,i,i
Nc1nc2c(Cl)cc(Cl)cc2s1,i,i
CCOC(=O)c1c(N)sc(N)c1C(=O)OCC,i,i
COC(=O)/C(C#N)=C\c1c(OC)[nH]c2ccccc12,i,i
Cc1ccc(C)c(C(=O)NC(C)c2ccc(-n3ccnc3)cc2)c1 (centres undefined),i,i
COc1ccc2nnc(-c3ccc(C(F)(F)F)cc3)n2n1,i,i
C=CCc1ccccc1OCC(O)CN1CCN(c2ccccc2OC)CC1 (centres undefined),i,i
CC(C)COc1cccc(C(=O)Nc2ccc(S(=O)(=O)N3CCOCC3)cc2)c1,i,i
CN(CC(=O)Nc1c(Cl)cccc1Cl)C(=O)c1cc2ccccc2cc1O,i,i
COc1cc(/C=C(\C#N)C(=O)Nc2cccc3ncccc23)ccc1O,i,i
O=C(NCc1ccc(F)cc1)c1cccs1,i,i
CC(=O)Nc1ccc(C(=O)NNC(=O)Cc2ccccc2)cc1,i,i
CCOC(=O)C1(CC2CCCCO2)CCN(S(=O)(=O)c2cc(C)cs2)CC1 (centres undefined),i,i
O=S(=O)(c1ccc(F)c(Cl)c1)N1CCCC1,i,i
Cc1ccccc1S(=O)Cc1ccc(C(=O)NC2CC2)o1 (centres undefined),i,i
CCCOc1ccc(/C=N\NC(=O)CCc2n[nH]c(=O)[nH]c2=O)cc1OC,i,i

Profiles from above. Order of screens: CHT PAM | CHT inh
COc1ccc(NC(=O)c2cc3c(s2)CCC3)cc1S(=O)(=O)N1CCOCC1 is listed with i | i
CN(CC(=O)Nc1c(Cl)cccc1Cl)C(=O)c1cc2ccccc2cc1O is listed with i | i
CCOC(=O)c1c(N)sc(N)c1C(=O)OCC is listed with i | i

Remaining list, next part.
Structure,CHT PAM,CHT inh
O=C(c1ccccc1F)N1CCN(c2ccc([N+](=O)[O-])c(NCc3cccnc3)c2)CC1,i,i
COc1ccc(C(=O)NCC(=O)N/N=C/c2cn(C)c3ccccc23)cc1OC,i,i
Cc1nc(-c2ccc(NC(=O)c3ccccc3)cc2)cs1,i,i
CCCc1[nH]nc2c1C(c1ccc(OC(=O)N3CCOCC3)c(OC)c1)C(C#N)=C(N)O2 (centres undefined),i,i
CC(=O)N1CCN(C(=S)Nc2ccc(SC(F)F)cc2)CC1,i,i
Cc1ccc(S(=O)(=O)CCC(=O)OCC(=O)c2ccc(C)c(C)c2)cc1,i,i
CCCN(CCC)S(=O)(=O)c1ccc(C(=O)Nc2c(C)n(C)n(-c3ccccc3)c2=O)cc1,i,i
CCN(CC)S(=O)(=O)c1ccc(S(=O)(=O)N2CCN(CCC#N)CC2)cc1,i,i
CC(=O)Nc1ccc(NC(=O)CCC(=O)Oc2ccc(C)cc2)cc1,i,i

Compound activity: PubChem, Johns Hopkins Ion Channel Center
